High-throughput results from PubChem BioAssay.
HSF1 inhib: HSF1 inhibitors in luciferase reporter cells, primary screen, cell-based, NIH3T3, luminescence | NIH3T3-HGL HSE-luciferase, MG132-induced, luminescence 8 h; stronger effect = lower value | activity change, negative = inhibition, % at 7.5 µM (by protocol) | 300,000 compounds, 0.77% hits | AID 2098, 2009;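 active means more than half of replicate wells show activity change below -50%, luminescence cut by over half; inconclusive means some wells, but at most half, below -50%; inactive means no replicate well below -50%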;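 further: luciferase reports HSF-1 transcriptional activity via heat shock element; 0% = median of DMSO wells and -100% = zero luminescence signal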
HSF-1 act: HSF-1 activators, primary screen, NIH3T3-HGL cells, MG132 stress, luminescence, single point | NIH3T3-HGL HSF-1 luciferase reporter, 8 h; 100% = twice DMSO control signal | activation, % at 9 µM | 300,000 compounds, 1.7% hits;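 active means mean replicate activation of at least 50% with a set share of replicates each reaching 50%; inconclusive means only one of those two conditions met; inactive means mean below 50% and too few replicates reaching it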;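 further: 0% = median of the neutral control wells and 100% = twice that signal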
SKKanGAS inh: S. pyogenes SKKanGAS growth inhibitors in kanamycin, primary screen, streptokinase expression inhibitor project, SKKanGAS strain, BacTiter-Glo luminescence. 6 h. inhibition, % at 7.5 µM. 300,000 compounds, 1.3% hits. AID 1662, 2009;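 active means mean replicate score, as percent of positive control median, at least 50; inconclusive means mean below 50 but one replicate at or above 50; inactive means mean and every replicate below 50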;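 further: strain carries kanamycin resistance gene driven by streptokinase promoter and grows in 40 µg/ml kanamycin; loss of luminescence reflects streptokinase promoter inhibition or plain growth inhibition; 0% = median of DMSO wells and 100% = positive control at its reference dose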
HSP90 inh: HSP90 inhibitors, primary screen, cell lysate, luminescence; Heat shock protein HSP 90 (rabbit reticulocyte lysate; luciferase refolding); Rabbit reticulocyte lysate, luciferase refolding luminescence, 3 h; inhibition, % at 5.6 µM; 290,000 compounds, 0.91% hits; AID 1789, 2009;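 active means inhibition above the screen-wide mean plus 3 SD, computed separately per campaign, cut at about 16% in these data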;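 further: 0% = DMSO wells and 100% = 60 µM geldanamycin wells; inhibitors lower the luminescence because luciferase stays unfolded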
IEC-6 tox: cytotoxicity in IEC-6 intestinal epithelial cells, primary screen, cytotoxicity control for KLF5 inhibitor project, cell-based, luminescence; 290,000 compounds, 0.78% hits; AID 1825, 2009; IEC-6 cytotoxicity, luminescence viability; inhibition, % at 5 µM; in the data active means inhibition above about 22%;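 further: 0% = plate median of test compound wells and 100% = cytotoxic reference compound wells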
AI-2 QS modul: Vibrio harveyi AI-2 quorum sensing modulators, primary screen, JMH597 strain, luminescence/OD600 ratio; Vibrio harveyi JMH597 AI-2 luminescence/OD600 ratio, 9 h; stronger effect = lower value; strain lacks LuxN and CqsS sensors; 0 = neutral-control median; activity change, % at 7.5 µM; 300,000 compounds, 0.4% hits; in the data active means activity change below about -75%, passing the limit was not always enough; inconclusive means no clear call, values can overlap the other calls;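 further: luminescence divided by OD600 gain over 9 h not by final OD600 alone; inactives centre near 13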
aSyn UTR inh: MLPCN primary screen, SNCA 5' untranslated region; alpha-synuclein 5'UTR reporter, inhibitor activity; inhibition, % (tested at 7.5 µM); 300,000 compounds, 0.82% hits; AID 1813, 2009; in the data active means inhibition above about 60%; inconclusive means no clear call, values can overlap the other calls;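 further: H4 neuroglioblastoma cells stably carrying SNCA 5'UTR luciferase fusion; 0% = DMSO wells and 100% = positive control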
HIF act: HIF pathway transcriptional activators, primary screen, cell-based, U2OS HRE-luciferase, luminescence. U2OS HRE-luciferase reporter; normalized: DMSO 0%, desferrioxamine 100%. activation, % at 7.5 µM (by protocol). 300,000 compounds, 0.32% hits;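 active means mean activation of at least 10% of the iron chelator positive control signal, with at least half of replicates also reaching 10%; inconclusive means mean and replicate majority disagree about reaching 10%; inactive means mean and most replicates under 10%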
KLF5 inh: KLF5 expression inhibitors, primary screen, DLD-1 cells, luminescence | DLD-1 KLF5 promoter-luciferase reporter | inhibition, % at 5 µM | 290,000 compounds, 0.23% hits | AID 1700, 2009;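 active means inhibition above a per-plate limit of that plate's mean compound inhibition plus 3 SD, cut at about 60% in these data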;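 further: 0% = DMSO wells and 100% = LY294002 at 200 µM; higher means less KLF5 promoter-driven luciferase light; inactives centre near -14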
Platelet DG rel: inhibitors of platelet dense granule secretion, primary screen, cell-based, MLPCN, human platelets; human platelet-rich plasma, SFLLRN dense granule ATP release, luminescence; inhibition, %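 (compounds screened at 7.5 µM in platelet-rich plasma)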; 300,000 compounds, 0.22% hits; AID 1663, 2009;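 active means mean replicate score, as percent of positive control, at or above 50; inconclusive means mean below 50 but at least one replicate at or above 50; inactive means mean and every replicate below 50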
Numbers without * were called inactive; u = inconclusive; x = not tested or not shown.

SMILES	HSF1 inhib	HSF-1 act	SKKanGAS inh	HSP90 inh	IEC-6 tox	AI-2 QS modul	aSyn UTR inh	HIF act	KLF5 inh	Platelet DG rel
COCCn1c(SCC(=O)NCC2CCCO2)nc2c(c1=O)SCC2 (stereo unspecified)	-3	1	-1	2	6	-1	-1	-0.4	0	-12
Cc1ccc(CNCC2CCCO2)s1 (stereo unspecified)	-11	4	-2	-2	2	26	-9	-24	-28	-2
Cc1ccccc1NC(=O)c1ccccc1NC(=O)CCC(=O)O	-5	-5	0	1	-5	17	9	-0.4	-15	20
Cc1cc(C)nc(NS(=O)(=O)c2ccc(NC(=O)CCC3COc4ccccc4O3)cc2)n1 (stereo unspecified)	x	x	x	-1	-6	38	x	x	-31	x
COc1ccc(-n2c(-c3ccccc3)nnc2-c2ccc(Cl)cc2)cc1	2	-11	0	-2	-8	16	1	-0.2	6	-5
COc1cc(C(=O)Nc2scc(-c3ccccc3)c2C(=O)O)cc(OC)c1OC	-5	6	30	-8	2	0	-2	-15	-8	4
COc1ccc(OC)c(/C=C(\C)C(=O)c2c(C)cc(C)[nH]c2=O)c1	-1	18	1	x	x	20	-6	-0.1	x	3
Cc1cc(C)nc(OC(=O)c2ccc(Cl)cc2Cl)n1	0	-1	-6	-2	-5	10	45	0.5	-8	-1
O=C(COc1ccccc1Cl)Nc1ccccc1C(=O)Nc1cccc(C(=O)O)c1	1	-12	-6	2	-5	11	-9	-0.3	-35	20
Cc1ccccc1OCC(=O)OCC(=O)c1ccc(OCc2ccccc2)cc1	21	28	-3	0	3	-10	-112	1.7	-8	0
COCCn1cc(C(=O)c2ccccc2OCC(=O)Nc2cc(C)on2)cc(C#N)c1=O	-3	-8	-6	-2	5	28	16	-0.2	-23	-9
O=C(NCc1nnc(SCC(=O)N2CCOCC2)o1)c1c(F)cccc1F	3	7	u	2	2	3	-13	-0.1	-11	9
COc1ccccc1-n1c(CNC(=O)c2cccc([N+](=O)[O-])c2C)n[nH]c1=S	-46	-55	-4	-2	-2	12	11	0.2	-4	3
CC(=O)Nc1ccc(C(=O)NCCCOC(C)C)cc1	5	15	-3	2	-6	38	-16	-0.1	9	-3
CC(C)N(CCNC(=O)COc1ccc2oc3c(c2c1)CCCC3)C(C)C	1	8	2	-1	3	20	3	-0.5	-50	-4
CC(C)OC(=O)Cn1c(=O)oc2ccccc21	-52*	-62	-1	-3	-1	17	9	-1.0	-9	4
CCOC(=O)Cc1nnc(NC(=O)CSc2nc3ccccc3[nH]2)s1	-9	-15	0	2	1	7	-4	-0.9	-5	12
C/C(=N\NC(=O)CCn1nc(C)cc1C)C(C)(C)C	0	-6	3	1	1	15	-32	-0.5	25	7
Cc1ccc2cc3cc(C(=O)N4CCN(Cc5ccccc5)CC4)sc3nc2c1	2	-9	1	0	-3	23	15	-0.2	-9	0
COc1ccc([N+](=O)[O-])cc1NC(=O)CSc1nc(C)c(C)c(C)n1	-2	5	-4	-2	7	9	22	0.0	-3	-2
Cc1nn(CC#N)c(=O)n1-c1ccc(Cl)cc1	-4	-10	0	2	2	4	-11	0.1	-9	-1
COC(=O)c1cc(OC)c(OC)cc1NC(=O)c1ccc(OC)cc1	-1	15	2	0	8	18	-42	0.2	7	2
CCOC(=O)CN(C)C(=O)CCc1nnc(-c2ccc(-c3ccccc3)cc2)o1	-3	0	0	-4	0	28	30	0.0	-32	1
O=C(CCCSc1nc2sc3c(c2c(=O)[nH]1)CCC3)NCCO	-6	-13	-4	0	4	2	-7	-0.2	-18	11
CN(C)c1ccc(S(=O)(=O)c2ccc(Cl)cc2)cc1	1	15	4	4	3	33	19	-0.1	-1	9

Looked up above:
`CN(C)c1ccc(S(=O)(=O)c2ccc(Cl)cc2)cc1` – HSF-1 act: 15
`CCOC(=O)Cc1nnc(NC(=O)CSc2nc3ccccc3[nH]2)s1` – HSF-1 act: -15

The listing continues:
SMILES	HSF1 inhib	HSF-1 act	SKKanGAS inh	HSP90 inh	IEC-6 tox	AI-2 QS modul	aSyn UTR inh	HIF act	KLF5 inh	Platelet DG rel
O=C(CSc1ccc(-c2cccc([N+](=O)[O-])c2)nn1)N1CCCC1	4	17	-3	0	3	51	-18	0.2	-28	1
COc1ccc(Cl)cc1NC(=O)C(C)N1CCN(C/C=C/c2ccccc2)CC1 (stereo unspecified)	-9	-9	4	2	4	10	36	0.1	2	0
CC(=O)Nc1ccc2c(c1)CCCC2	-9	-6	-11	1	3	18	-10	0.3	-11	-2
Cc1cc(C)c(NC(=S)N2CCCC2C(=O)O)c(C)c1 (stereo unspecified)	-4	17	1	1	0	-1	-15	-0.2	-25	8
O=C1c2ccccc2C(=O)N1/N=C/c1ccc(Oc2ccc([N+](=O)[O-])cn2)cc1	-1	6	12	-3	-1	10	-8	-0.1	-21	-8
COC(=O)CN(c1ccccc1C)S(C)(=O)=O	-30	-34	-2	5	7	-1	-2	-0.2	-4	5
Nc1c(Cl)nc(-c2ccccc2)nc1Cl	-8	-2	-5	1	0	23	-37	-1.2	-24	-11
COc1ccc(C2C(=O)N(C3CCCCC3)CC(=O)N2Cc2ccc3c(c2)OCO3)cc1 (stereo unspecified)	1	-18	3	0	1	14	29	-0.1	18	-1
Cc1ccc(/C=C/C(=O)NCc2cccs2)cc1	11	11	-7	-3	-1	-75	-68	1.8	-29	5
COc1cc(C2c3c(-c4ccccc4)n[nH]c3C(=O)N2c2ccc(C(=O)O)cc2)ccc1O (stereo unspecified)	-7	-2	-2	-1	-7	-1	-10	-0.4	-46	-4
CC(=O)N1CCc2cc(S(=O)(=O)N3CCc4ccccc43)ccc21	-1	0	52*	0	12	26	-2	-0.2	-14	-10
O=C(NCc1ccco1)c1cccc(Nc2nc3ccc(Br)cc3[nH]2)c1	4	4	22	-4	-5	28	26	-0.1	-5	8
Cc1ccc(C(NC(=O)N2CCCCC2)=C(Cl)Cl)cc1F	23	43	2	6	0	16	-33	0.2	-23	-1
O=C(O)/C=C/C(=O)N(CC1CCCO1)C1CC(=O)N(c2c(Cl)cccc2Cl)C1=O (stereo unspecified)	1	13	-8	1	3	-1	6	-0.3	-4	-2
COc1cccc(C(=O)NN2CC(O)=C(c3nc(C)cs3)C2=N)c1	-5	5	-1	2	2	22	23	0.0	-5	-6
Cc1ccc2cc(CCNS(=O)(=O)c3ccc(F)cc3)c(=O)[nH]c2c1C	9	15	-6	3	0	11	10	0.0	-25	1
CCOC(=O)Cc1csc(NC(=O)/C=C/c2ccccc2Cl)n1	2	40	-3	0	3	-1	-136	1.4	-36	22
CCC(=O)N1CCc2cc(S(=O)(=O)CCC(=O)N3CCN(c4ccc(F)cc4)CC3)ccc21	2	-6	-1	0	6	2	23	-0.4	-9	-4
Cc1ccc(S(=O)(=O)Nc2cccc(C(=O)NCC(c3ccco3)N(C)C)c2)cc1F (stereo unspecified)	1	-2	-7	x	x	13	-5	-0.3	x	0
O=C(c1ccccc1)C(Nc1ccccn1)c1ccccc1 (stereo unspecified)	-2	11	1	-6	-9	1	-57	0.3	-27	8
CC(C)c1nc2oc3ccccc3c(=O)c2c(=O)n1-c1ccccc1	10	3	4	0	8	31	-325	2.2	-71	6
Cc1ccc(N=C2NC(=O)CS2)cc1C	3	-6	5	-1	3	-4	-2	0.5	9	0
Cc1nnc(SCC(=O)NNC(=O)C(C)C)[nH]c1=O	-6	-14	-4	-2	-6	12	11	-0.5	15	12
CC1CCN(c2c(NCc3ccc(C(=O)N4CCN(C5CCCCC5)CC4)cc3)c(=O)c2=O)CC1	-3	-5	3	2	1	11	28	-0.3	0	15
COc1ccc(S(=O)(=O)NCCOc2ccccc2)cc1-n1cnnn1	1	-1	-2	-2	-9	15	9	0.2	14	3
CCOC(=O)c1[nH]c(C)c(C(=O)NCc2ccco2)c1C	-5	-1	-7	2	3	20	3	0.3	3	1
Cc1ccc(/C(N)=N/OC(=O)c2cccs2)cc1	2	31	-14	1	-4	12	-124	0.7	-118	-8
COc1ccc(OC)c(C(=O)NC(CC(N)=O)c2ccc(N3CCN(c4ccccn4)CC3)c([N+](=O)[O-])c2)c1 (stereo unspecified)	-1	0	-1	-5	-3	25	16	0.8	3	0
CCOc1ccc(C2/C(=C(/O)c3ccc4c(c3)CC(C)O4)C(=O)C(=O)N2CCCn2ccnc2)cc1OCC (stereo unspecified)	3	-14	15	-2	-11	21	-1	0.2	11	-3
CC1CCN(C(=O)c2ccc(NS(=O)(=O)c3ccc4[nH]c(=O)[nH]c4c3)cc2)CC1	-3	5	0	x	x	x	3	0.2	x	-1

Of the compounds above, seven contain an aryl thioether with sulfur outside any ring.
SMILES	HSF1 inhib	HSF-1 act	SKKanGAS inh	HSP90 inh	IEC-6 tox	AI-2 QS modul	aSyn UTR inh	HIF act	KLF5 inh	Platelet DG rel
COCCn1c(SCC(=O)NCC2CCCO2)nc2c(c1=O)SCC2 (stereo unspecified)	-3	1	-1	2	6	-1	-1	-0.4	0	-12
O=C(NCc1nnc(SCC(=O)N2CCOCC2)o1)c1c(F)cccc1F	3	7	u	2	2	3	-13	-0.1	-11	9
CCOC(=O)Cc1nnc(NC(=O)CSc2nc3ccccc3[nH]2)s1	-9	-15	0	2	1	7	-4	-0.9	-5	12
COc1ccc([N+](=O)[O-])cc1NC(=O)CSc1nc(C)c(C)c(C)n1	-2	5	-4	-2	7	9	22	0.0	-3	-2
O=C(CCCSc1nc2sc3c(c2c(=O)[nH]1)CCC3)NCCO	-6	-13	-4	0	4	2	-7	-0.2	-18	11
O=C(CSc1ccc(-c2cccc([N+](=O)[O-])c2)nn1)N1CCCC1	4	17	-3	0	3	51	-18	0.2	-28	1
Cc1nnc(SCC(=O)NNC(=O)C(C)C)[nH]c1=O	-6	-14	-4	-2	-6	12	11	-0.5	15	12
